TAAR1 ag – agonists of human TAAR1; 360,000 tested, 0.99% active; Q96RJ0; activation, % at 3 µM; CHO RD-HGA16 TAAR1, Fluo-8 calcium fluorescence; vehicle wells 0%, saturating PEA agonist 100%;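 active = activation above the mean activation of all test compounds in the run plus 3 SD, cut at about 38% in these data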
Target sequence (Q96RJ0 whole entry, looked up): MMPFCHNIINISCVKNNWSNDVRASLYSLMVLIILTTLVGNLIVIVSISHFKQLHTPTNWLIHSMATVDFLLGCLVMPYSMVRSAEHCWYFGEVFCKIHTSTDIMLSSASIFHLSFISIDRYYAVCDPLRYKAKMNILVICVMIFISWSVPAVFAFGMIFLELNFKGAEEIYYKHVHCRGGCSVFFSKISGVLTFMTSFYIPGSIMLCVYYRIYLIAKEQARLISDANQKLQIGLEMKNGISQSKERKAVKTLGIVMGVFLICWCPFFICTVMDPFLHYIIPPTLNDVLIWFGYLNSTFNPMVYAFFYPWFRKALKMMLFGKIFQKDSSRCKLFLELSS
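Signal – calcium-sensitive Fluo-8 signal, excitation 470-495, emission 515-575 nm · System – RD-HGA16 (CHO) cells co-expressing Gα16 and hTAAR1 · Incubation – 17-24 h seeding, 75 min 37 °C dye, 30 min RT · Compound dosing – 3 µM single concentration · Repeats – no replicates (n 1)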
TAAR1 antag – antagonists of human TAAR1; Q96RJ0; CHO RD-HGA16 TAAR1, Fluo-8 calcium fluorescence, antagonist; inhibition, % at 3 µM; 360,000 tested, 1.5% active;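 active = inhibition above a per-plate cutoff, the mean inhibition of test compounds on that plate plus 3 SD, cut at about 49% in these data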;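 also: 0% = DMSO plus EC80 beta-PEA response and 100% = DMSO alone without agonist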
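Test system – hTAAR1-expressing CHO RD-HGA16 cells, Gα16-coupled · Reagent – β-PEA at EC80 concentration, post-compound challenge · Compound dosing – 3 µM, single point · Timing – 140 s kinetic read after compound, 140 s after agonist · Detection – Fluo-8 intracellular calcium dye fluorescence, real-time kinetic reads · Control set – DMSO and EC80 PEA controls · Repeats – n of 1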
CHRM1 agonist – agonists of human M1 muscarinic receptor; P11229; CHO-K1 hM1, Fluo-8 calcium fluorescence, agonist mode; 0% DMSO, 100% acetylcholine EC100; activation, % at 3 µM; 360,000 tested, 0.33% active; AID 588814;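 active = activation above the run's mean compound activation plus 3 SD, cut at about 16% in these data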;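 also: peak over basal fluorescence ratio within a 140 s kinetic read after compound addition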
Target sequence (P11229 whole entry, looked up): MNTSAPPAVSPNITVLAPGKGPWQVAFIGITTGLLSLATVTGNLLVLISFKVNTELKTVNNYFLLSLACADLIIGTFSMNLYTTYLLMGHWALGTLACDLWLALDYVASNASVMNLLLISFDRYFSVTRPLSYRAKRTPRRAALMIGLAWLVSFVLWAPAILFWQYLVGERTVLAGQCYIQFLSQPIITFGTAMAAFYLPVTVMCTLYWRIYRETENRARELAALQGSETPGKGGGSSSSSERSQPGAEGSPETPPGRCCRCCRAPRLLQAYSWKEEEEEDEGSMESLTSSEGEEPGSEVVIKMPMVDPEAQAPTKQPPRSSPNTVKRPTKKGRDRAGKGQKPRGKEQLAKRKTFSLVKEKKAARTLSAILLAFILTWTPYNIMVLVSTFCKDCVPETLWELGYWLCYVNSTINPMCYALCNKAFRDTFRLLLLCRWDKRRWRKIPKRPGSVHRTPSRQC
CHO-K1 Ca antag – nonselective inhibitor or artifact in parental CHO-K1 cells; 360,000 tested, 0.6% active; inhibition, % at 3 µM; ATP-induced calcium, Fluo-8 fluorescence;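 active = inhibition above a per-plate cutoff, the plate's mean sample inhibition plus 3 SD, cut at about 24% in these data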;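 also: 0% = DMSO plus EC80 ATP and 100% = DMSO alone without ATP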
M1 PAM parental – nonselective activator or artifact in parental CHO-K1 calcium assay. ATP EC20, Fluo-8 calcium fluorescence; 0% at ATP EC20, 100% at ATP max. activation, % at 3 µM. 360,000 tested, 0.02% active;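 active = activation above the run cutoff, the mean activation of all test compounds plus 3 SD, cut at about 40% in these data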;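 also: peak over basal fluorescence ratio in a 140 s read after ATP addition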
M1 PAM – potentiates human M1 receptor response to acetylcholine | 360,000 tested, 0.088% active | P11229 | CHO-K1 hM1, Fluo-8 calcium fluorescence, ACh EC20; 0% = ACh EC20, 100% = maximal ACh | AID 588819 | activation, % at 3 µM; in the data active = activation above about 19%, passing the limit was not always enough
CHRM1 antagonist – blocks human M1 muscarinic receptor | P11229 | CHO-K1 hM1, Fluo-8 calcium fluorescence, ACh EC80 antagonist | inhibition, % at 3 µM | 360,000 tested, 1.3% active;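 active = percent inhibition above its own plate's cutoff, namely the mean of that plate's compound wells plus 3 SD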;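 also: peak over basal fluorescence ratio during 140 s after agonist addition; 0% = ACh EC80 plus DMSO and 100% = DMSO alone without agonist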
M1 ag parental – M1 agonist counterscreen hit in parental CHO-K1 cells | Fluo-8 calcium fluorescence; scaled to maximal ATP response, vehicle zero | activation, % at 3 µM | 360,000 tested, 0.48% active | AID 602248; in the data active = activation above about 15%;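 also: untransfected CHO-K1 host cells lacking M1 receptor as counterscreen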
CHO parental Ca – counter-screen for OX1R antagonists: effect in parental CHO cells; 330,000 tested, 0.63% active; parental CHO-K1, ATP-induced calcium, Fluo-8 fluorescence; AID 463079; inhibition, % at 5.6 µM;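 active = inhibition above that plate's mean sample inhibition plus 3 SD, cut at about 26% in these data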;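 also: 0% = ATP-challenged DMSO wells and 100% = DMSO wells without ATP; some compounds past the cut are filed as inactive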
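Material: Parental CHO cells | Reagent: ATP | Compound dosing: Single nominal dose of 5.6 µM per compound | Detection: Intracellular calcium via Fluo-8 no-wash fluorescent dye | Read-out: % inhibition of ATP-induced calcium mobilization | Benchmarks: Low control ATP plus DMSO, high control DMSO only | Replicates: Singlicate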
* hit, by the source's call.

`O=C(CSc1nnc(Cc2ccccc2)o1)NC1CC2CCC1C2` (stereo not drawn) gave TAAR1 ag 8, TAAR1 antag -1, CHRM1 agonist -5, CHO-K1 Ca antag 17, M1 PAM parental -6, M1 PAM -4, CHRM1 antagonist 16, M1 ag parental 0.0 and CHO parental Ca -3.
For O=C1C2N=NN(CC(=O)N3N=C(c4cccc5ccccc45)CC3c3ccccc3)C2C(=O)N1c1ccccc1 (stereo not drawn) the results were CHRM1 agonist 0, CHO-K1 Ca antag -8, M1 PAM parental 15, M1 PAM 7, CHRM1 antagonist -4, M1 ag parental 1.6 and CHO parental Ca -4.
Screening COc1cccc(N2CCN(C(=S)NCCc3ccccc3)CC2)c1 returned TAAR1 ag 4, TAAR1 antag 0, CHRM1 agonist -3, CHO-K1 Ca antag -3, M1 PAM parental 15, M1 PAM -8, CHRM1 antagonist 0, M1 ag parental 2.8 and CHO parental Ca -6.
Screening Cc1cc2n(n1)C(c1ccc3c(c1)OCO3)Nc1ccccc1-2 (stereo not drawn) returned TAAR1 ag 13, TAAR1 antag 8, CHRM1 agonist -7, CHO-K1 Ca antag 5, M1 PAM parental 7, M1 PAM 3, CHRM1 antagonist -2, M1 ag parental 0.1 and CHO parental Ca -6.
COC(=O)[C@@H](Cc1ccccc1)N(Cc1ccccc1)S(=O)(=O)N(Cc1ccccc1)[C@H](Cc1ccccc1)C(=O)OC was read as TAAR1 ag 3, TAAR1 antag 6, CHRM1 agonist -1, CHO-K1 Ca antag -15, M1 PAM parental 8, M1 PAM -1, CHRM1 antagonist 3, M1 ag parental 0.8 and CHO parental Ca -21.
CC(C)CN1C(=O)C(=O)N(CC(=O)Nc2cc(Cl)ccc2Oc2ccccc2)C1=O was read as TAAR1 ag 2, TAAR1 antag -14, CHRM1 agonist -6, CHO-K1 Ca antag -18, M1 PAM parental 24, M1 PAM 4, CHRM1 antagonist -3, M1 ag parental 2.9 and CHO parental Ca 6.
CCOC(=O)CCCCCC(=O)Nc1ccc2c(c1)C(=O)N([C@H](C)CO)C[C@H](C)[C@H](CN(C)C(=O)C1CCCCC1)OCCCC[C@@H](C)O2 was read as TAAR1 ag -1, TAAR1 antag 12, CHRM1 agonist -8, CHO-K1 Ca antag -7, M1 PAM parental -1, M1 PAM 2, CHRM1 antagonist -6 and M1 ag parental 0.1.
`Cc1ccc(S(=O)(=O)NCc2ccc(C(=O)N3CCCC3)cc2)cc1` gave TAAR1 ag 1, TAAR1 antag 10, CHRM1 agonist -4, CHO-K1 Ca antag -4, M1 PAM parental 6, M1 PAM -1, CHRM1 antagonist 6, M1 ag parental 0.6 and CHO parental Ca 9.
Screening COc1ccc(/C=C(/NC(=O)c2cccs2)C(=O)N2CCOCC2)cc1OC returned TAAR1 ag 7, TAAR1 antag 1, CHRM1 agonist -3, CHO-K1 Ca antag -10, M1 PAM parental 11, M1 PAM 3, CHRM1 antagonist -10, M1 ag parental 0.2 and CHO parental Ca -4.
`CCCCc1c(O)nc(SCC(=O)N2CCCCC2)n(-c2ccccc2C)c1=O` gave TAAR1 ag -1, TAAR1 antag 9, CHRM1 agonist -1, CHO-K1 Ca antag -13, M1 PAM parental 22, M1 PAM 10, CHRM1 antagonist -14, M1 ag parental 1.0 and CHO parental Ca -18.
COc1ccc(N2CCN(c3ncccn3)CC2)cc1 was read as TAAR1 ag 4, TAAR1 antag -14, CHRM1 agonist -2, CHO-K1 Ca antag 17, M1 PAM parental -15, M1 PAM 8, CHRM1 antagonist -5, M1 ag parental 0.4 and CHO parental Ca -3.
Screening CN(CCc1ccccc1)C(=O)CCc1nnc(Cc2ccc3c(c2)OCO3)o1 returned TAAR1 ag 1, TAAR1 antag -11, CHRM1 agonist -4, CHO-K1 Ca antag -4, M1 PAM parental -5, M1 PAM 5, CHRM1 antagonist -12, M1 ag parental 0.9 and CHO parental Ca -2.
`COc1cc(/C=N/NC(=O)c2ccc(CSc3nc4ccccc4[nH]3)cc2)cc(OC)c1OC` gave TAAR1 ag 14, TAAR1 antag 52*, CHRM1 agonist -6, CHO-K1 Ca antag 7, M1 PAM parental 12, M1 PAM -9, CHRM1 antagonist 10, M1 ag parental 1.7 and CHO parental Ca -12.
O=C(NCCCCO)c1ccc2c3c(cccc13)CC2 was read as TAAR1 ag 9, TAAR1 antag 6, CHRM1 agonist -2, CHO-K1 Ca antag -8, M1 PAM parental 2, M1 PAM 1, CHRM1 antagonist -1, M1 ag parental -0.1 and CHO parental Ca 8.
Screening C=CCC1(CC=C)CCCN1C(=O)c1cc(COc2cncc(Cl)c2)on1 returned TAAR1 ag 0, TAAR1 antag 25, CHRM1 agonist -1, CHO-K1 Ca antag 22, M1 PAM parental 1, M1 PAM -13, CHRM1 antagonist 40*, M1 ag parental 10 and CHO parental Ca 65*.
Screening O=C(NCc1cccnc1)C1COc2ccccc2O1 (stereo not drawn) returned TAAR1 ag 7, TAAR1 antag 1, CHRM1 agonist -1, CHO-K1 Ca antag 7, M1 PAM parental 5, M1 PAM 5, CHRM1 antagonist -25 and M1 ag parental 0.2.
For Cc1cc(C)cc(NC(=O)CCn2ccnc2C)c1 the results were TAAR1 ag 6, TAAR1 antag -1, CHRM1 agonist -5, CHO-K1 Ca antag -13, M1 PAM parental 15, M1 PAM 3, CHRM1 antagonist -2, M1 ag parental 1.8 and CHO parental Ca -6.
`CCOC(=O)c1cccc(NC(=O)c2cccnc2)c1` gave TAAR1 ag 18, TAAR1 antag 0, CHRM1 agonist -2, CHO-K1 Ca antag -10, M1 PAM parental 17, M1 PAM 12, CHRM1 antagonist -14, M1 ag parental 0.7 and CHO parental Ca -3.
COc1ccc(S(=O)(=O)N2CCN(CC(=O)Nc3ccc(F)c(F)c3)CC2)cc1 was read as TAAR1 ag 2, TAAR1 antag 25, CHRM1 agonist -2, CHO-K1 Ca antag -12, M1 PAM parental 19, M1 PAM -4, CHRM1 antagonist -6, M1 ag parental 3.3 and CHO parental Ca -2.
Screening CC(C)OCCCNc1nc2c([nH]1)c(=O)n(C)c(=O)n2C returned TAAR1 ag 5, TAAR1 antag 11, CHRM1 agonist -3, CHO-K1 Ca antag -6, M1 PAM parental 14, M1 PAM 1, CHRM1 antagonist 6, M1 ag parental 0.4 and CHO parental Ca -4.

Compounds from the list above that contain an NH in an aromatic ring, in the order listed:
`COc1cc(/C=N/NC(=O)c2ccc(CSc3nc4ccccc4[nH]3)cc2)cc(OC)c1OC` gave TAAR1 ag 14, TAAR1 antag 52*, CHRM1 agonist -6, CHO-K1 Ca antag 7, M1 PAM parental 12, M1 PAM -9, CHRM1 antagonist 10, M1 ag parental 1.7 and CHO parental Ca -12.
Screening CC(C)OCCCNc1nc2c([nH]1)c(=O)n(C)c(=O)n2C returned TAAR1 ag 5, TAAR1 antag 11, CHRM1 agonist -3, CHO-K1 Ca antag -6, M1 PAM parental 14, M1 PAM 1, CHRM1 antagonist 6, M1 ag parental 0.4 and CHO parental Ca -4.

The list continues:
For Cc1ccc(C(=O)c2cc(C)sc2NC(=O)CN2CCN(C(=O)c3ccco3)CC2)cc1 the results were TAAR1 ag 7, TAAR1 antag 38, CHRM1 agonist -2, CHO-K1 Ca antag -3, M1 PAM parental 20, M1 PAM 7, CHRM1 antagonist -3, M1 ag parental 1.5 and CHO parental Ca -22.
CN1C(=O)c2ccccc2N(C)C1c1cccs1 (stereo not drawn) was read as TAAR1 ag 0, TAAR1 antag -8, CHRM1 agonist 3, CHO-K1 Ca antag -1, M1 PAM parental -3, M1 PAM 5, CHRM1 antagonist -12, M1 ag parental 0.7 and CHO parental Ca 0.
For Cc1ccc(S(=O)(=O)N2CCCOC2CNC(=O)C(=O)NC2CCCCC2)cc1 (stereo not drawn) the results were TAAR1 ag 7, TAAR1 antag 4, CHRM1 agonist -3, CHO-K1 Ca antag 9, M1 PAM parental -14, M1 PAM 1, CHRM1 antagonist 3, M1 ag parental 2.5 and CHO parental Ca -8.
Cc1ccc(C2C(C(=O)c3cccs3)=C(O)C(=O)N2c2cccc(C)n2)cc1 (stereo not drawn) was read as TAAR1 ag 8, TAAR1 antag -16, CHRM1 agonist -4, CHO-K1 Ca antag 5, M1 PAM parental 10, M1 PAM 5, CHRM1 antagonist -3, M1 ag parental 4.7 and CHO parental Ca -5.
Screening CCn1nnnc1SCC(=O)Nc1ccc2c(c1)OCCO2 returned TAAR1 ag 5, TAAR1 antag 2, CHRM1 agonist -5, CHO-K1 Ca antag -4, M1 PAM parental 5, M1 PAM -5, CHRM1 antagonist -11, M1 ag parental -0.1 and CHO parental Ca -12.
Screening COCCCNC(=O)c1c[nH]c2ccc(S(=O)(=O)N(C)c3ccccc3C)cc2c1=O returned TAAR1 ag 1, TAAR1 antag 13, CHRM1 agonist 2, CHO-K1 Ca antag 5, M1 PAM parental -3, M1 PAM 13, CHRM1 antagonist -6, M1 ag parental 0.6 and CHO parental Ca -4.
`CC(C)[C@H](NC(=O)Nc1ccc(Oc2ccccc2)cc1)C(=O)O` gave TAAR1 ag 0, TAAR1 antag -2, CHRM1 agonist -3, CHO-K1 Ca antag -7, M1 PAM parental 16, M1 PAM 14, CHRM1 antagonist -19, M1 ag parental -0.1 and CHO parental Ca -10.
Screening CCCOc1ccc(N2CC(C(=O)Nc3ccc(N4CCOCC4)cc3)CC2=O)cc1 (stereo not drawn) returned TAAR1 ag 4, TAAR1 antag 4, CHRM1 agonist -2, CHO-K1 Ca antag -12, M1 PAM parental 10, M1 PAM 7, CHRM1 antagonist -14, M1 ag parental 0.0 and CHO parental Ca -12.
O=C(O)c1cccc(N2C(=O)Nc3ccccc3N2O)c1 was read as TAAR1 ag 1, TAAR1 antag -33, CHRM1 agonist -1, CHO-K1 Ca antag 5, M1 PAM parental 20, M1 PAM 15, CHRM1 antagonist -11, M1 ag parental 0.9 and CHO parental Ca -9.
Screening CCOc1ccc(N(CC)S(=O)(=O)c2ccc3c(c2)oc(=O)n3C)cc1 returned TAAR1 ag 16, TAAR1 antag 0, CHRM1 agonist -6, CHO-K1 Ca antag 4, M1 PAM parental -2, M1 PAM 5, CHRM1 antagonist -3, M1 ag parental 0.6 and CHO parental Ca -4.
Screening O=C(NC(NC(=O)c1c(F)cccc1F)c1ccc([N+](=O)[O-])cc1)c1c(F)cccc1F returned TAAR1 ag 8, TAAR1 antag 12, CHRM1 agonist -3, CHO-K1 Ca antag -18, M1 PAM parental 4, M1 PAM 7, CHRM1 antagonist -8, M1 ag parental 2.7 and CHO parental Ca 2.
`O=C(COc1ccc2ccccc2c1)Nc1ccc(Cc2ccncc2)cc1` gave TAAR1 ag 3, TAAR1 antag 26, CHRM1 agonist 0, CHO-K1 Ca antag 25*, M1 PAM parental -3, M1 PAM -20, CHRM1 antagonist 43*, M1 ag parental 11 and CHO parental Ca 24.

Source: PubChem
